M. tuberculosis = growth inhibition of non-replicating M. tuberculosis (AID 488890); Mycobacterium tuberculosis non-replicating, growth inhibition; higher % means a stronger effect; inhibition, % at 25 µM, or IC50 in µM where a hit was titrated; actives 0.39% (n = 320,000); in the data active = a potency from the dose series; inconclusive = inhibition mostly from about 82% at the one dose, without a potency; inactive = the rest, 99 in 100 with inhibition below about 76%;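 note: plate controls were DMSO cells for no effect and high antibiotic wells for full effect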
H1N1 NS1A inhibition = H1N1 influenza NS1A inhibitors, functional cell based assay (AID 504329). actives 0.3% (n = 340,000). NS1A functional cell-based assay, percent inhibition; higher % means a stronger effect. inhibition, % at 12.5 µM, or IC50 in µM where a hit was titrated; in the data active = a potency from the dose series; inconclusive = inhibition above about 27% without an active follow-up result; note: strong numbers were not always called active
M. tuberculosis HTS = M. tuberculosis growth inhibition, HTS (AID 449762); M. tuberculosis H37Rv growth inhibition, 7H9 media; higher % means a stronger effect; one-dose inhibition, % at 25 µM; IC50 in µM for titrated hits; actives 0.59% (n = 330,000); in the data active = a potency from the dose series; inconclusive = inhibition above about 70% without an active follow-up result;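 note: bacterial growth assessed after seven days of incubation; strong numbers were not always called active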
Salmonella PhoP GFP = PhoP regulon inhibitors, Salmonella typhi PhoP promoter GFP reporter, confirmatory (AID 1850). Salmonella Typhi PhoP-promoter GFP reporter, fluorescence, 4 h; higher % means a stronger effect. inhibition, % at 50 µM; hits with a dose series show IC50 in µM. actives 0.33% (n = 310,000); in the data active = a potency from the dose series; inconclusive = inhibition mostly from about 25% at the one dose, without a potency; inactive = the rest, 99 in 100 with inhibition below about 19%;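 note: 0% = induced wells with vehicle and 100% = uninduced wells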
VEEV TC-83 Vero = inhibitors of VEEV TC-83 cytopathic effect, confirmation, Vero cells (AID 588727) | Vero cells, VEEV TC-83 cytopathic effect inhibition; higher % means a stronger effect | inhibition, % at 20 µM; hits with a dose series show IC50 in µM | actives 0.13% (n = 350,000); in the data active = a potency from the dose series; inconclusive = inhibition mostly from about 14% at the one dose, without a potency; inactive = the rest, 99 in 100 with inhibition below about 12%; note: strong numbers were not always called active
VEEV TC-83 Vero 10K pilot screen = further read-out of VEEV TC-83 Vero, marked with its call; inhibition, %; measured here: 10K pilot screen inhibition
* = called active by the depositor; i = inactive; ? = inconclusive; . = no result given.

SMILES | M. tuberculosis | H1N1 NS1A inhibition | M. tuberculosis HTS | Salmonella PhoP GFP | VEEV TC-83 Vero | others
CCOc1ccc(CNC(=O)c2ccc3c(c2)N(CC)CCS3)cc1 | -6% | 11% | -5% | -2% | 4.5%
Cc1c(Cc2ccccc2)c(=O)oc2c(C)c(OC(C)C(=O)N[C@@H](Cc3ccccc3)C(=O)O)ccc12 (stereo partly specified) | -1% | 2% | -9% | 2% | 5.2%
Cc1cc(C)c(C(=O)COC(=O)c2ccc([N+](=O)[O-])o2)cc1C | 0.93µM* | -12% | ? | 4% | 8.4%
COc1cccc(N2CCN(CC(=O)c3c[nH]c4ccc(OC)cc34)CC2C)c1 (stereo unspecified) | 40% | -8% | 61% | 2% | 8.5%
COCC(=O)Nc1sc2c(c1C(=O)OC)CCC(C)C2 (stereo unspecified) | 16% | -7% | 10% | -4% | 5.3%
CCOc1ccc(N(C)S(=O)(=O)c2ccc(-c3ccc(=O)[nH]n3)s2)cc1 | 11% | 10% | -12% | -7% | 1.6%
COc1ccc(CNC(=O)C2(CC3CC(c4ccccc4)=NO3)CCN(C(=O)Cc3ccc(F)cc3)CC2)cc1 (stereo unspecified) | 1% | 3% | 0% | 5% | 3.8%
CC(NS(=O)(=O)c1cccc(C(=O)N(C)Cc2ccc(N3CCOCC3)cc2)c1)c1ccccc1 (stereo unspecified) | . | -1% | . | . | 0.8%
COc1ccc(S(=O)(=O)Nc2c(C(=O)O)[nH]c3ccccc23)cc1 | -6% | -2% | -1% | 1% | 2.3%
Cc1nc(SC(C)C(=O)Nc2c(C)n(C)n(-c3ccccc3)c2=O)nc(C)c1C (stereo unspecified) | -9% | -16% | 3% | . | 1.0%
O=C(CSc1nc2ccccc2c(=O)n1-c1ccccc1Cl)Nc1cccc(S(=O)(=O)N2CCOCC2)c1 | 27% | 20% | -3% | -5% | 5.2%
C[N+](C)(C)C(Cc1ccccc1)C(=O)[O-] (stereo unspecified) | 28% | -5% | -10% | 5% | 0.5%
COc1ccc(CN2CCN(C3CCC3)CC2CCO)c(F)c1 (stereo unspecified) | 6% | 1% | -2% | -7% | 0.4%
C=CCNC(=O)c1oc2ccc(S(=O)(=O)N(CC)CC)cc2c1C | . | -2% | . | 0% | i
S=c1[nH]c(-c2ccccc2)cn1/N=C/c1cccnc1 | -5% | 20% | -4% | -6% | 2.8%
CSc1nncn1/N=C/c1ccc([N+](=O)[O-])cc1 | 7% | -3% | -1% | -7% | 2.2%
CN1C(=O)/C(=C/C=C/c2ccco2)C(=O)NC1=S | -21% | 1% | 7% | -13% | 3.6%
CN(C)c1nc2ncn(Cc3ccccc3)c2c(=O)[nH]1 | -1% | 1% | -2% | -3% | 0.4%
COc1cccc(CC(=O)Nc2ccc(S(=O)(=O)Nc3nc(C)cc(C)n3)cc2)c1 | -1% | -5% | 17% | 6% | 0.6%
Cc1ccc(C(C)C)c(OCC(=O)Nn2c(C)nc3ccccc3c2=O)c1 | 11% | -1% | ? | 7% | 7.3%
O=C(NCCc1c[nH]c2ccccc12)c1cc2sccc2n1Cc1ccccc1 | 16% | -1% | -2% | -5% | 2.7%
COc1ccc(-n2c(SCC(=O)N3CCCCC3)nc3ccccc3c2=O)cc1 | . | 1% | . | . | 0.2%
Cc1cc(C(=O)COC(=O)C2CC2)c(C)n1-c1ccc(F)cc1 | 46% | 2% | 8% | -12% | 1.4%
O=C(Nc1cccnc1Cl)c1cc2c(s1)-c1ccccc1OC2 | -7% | -8% | -3% | 8% | 2.1%
O=C(CCl)NCc1cc(-c2ccc(Cl)cc2)no1 | ? | -13% | <0.2µM* | 6% | 7.9%
CCc1cc(=O)oc2cc(C)cc(OCC(=O)NC3CC3)c12 | 1% | 7% | -1% | 0% | i
CCOC(=O)/C(C#N)=C1/SC(CC)C(=O)N1c1ccc(C)cc1 (stereo unspecified) | 15% | -12% | -1% | 6% | 0.6%
Cc1ccc(C(=O)C[n+]2ccc3ccccc3c2)cc1 | 22% | -2% | 25% | 13% | 1.1%
OC(c1cccnc1)c1cccs1 (stereo unspecified) | -12% | -15% | -7% | -1% | 0.2%
C/C(=N\OCC(=O)N/N=C/c1ccc(C)cc1O)c1cccs1 | ? | 2% | -3% | 2% | 8.6%
Cc1ccc(N2CCN(C(=O)C3CCCN(c4ncnc5c4nc4n5CCCCC4)C3)CC2)c(C)c1 (stereo unspecified) | 38% | 17% | ? | -6% | 1.5%
S=c1[nH]nc(Cn2nnc3ccccc32)n1-c1ccccc1 | -22% | -14% | 1% | -1% | i
CCOc1ccc(NC(=O)NC2CCS(=O)(=O)C2)cc1 (stereo unspecified) | -2% | -14% | 7% | 6% | 1.1%
Cc1ccc(S(=O)(=O)Cc2ccc(C(=O)NC3CCCC3)o2)cc1 | 7% | -2% | 2% | 7% | 0.3%
O=C(NCc1cccc(F)c1F)C1CCC(=O)N(C2CCCCCC2)C1 (stereo unspecified) | 28% | -11% | 6% | -3% | 4.2%
COc1ccc(CNC(=O)Cn2nc(C)c3c(C)n(-c4ccc(C)cc4)nc3c2=O)cc1OC | 5% | 1% | 7% | -14% | 1.5%
CC(=O)N1CCN(c2ccc(NCc3ccc4c(c3)OCO4)cc2)CC1 | 0% | 8% | -6% | 4% | 1.6%
C=CCC(=O)N1CCCC(CCC(=O)NCc2ccccc2F)C1 (stereo unspecified) | -4% | -7% | 8% | 3% | i
Cc1cc(C)cc(Nc2cnn(C34CC5CC(CC(CC(=O)O)(C5)C3)C4)c(=O)c2Cl)c1 | -13% | 5% | -9% | -17% | 0.1%
Cc1ccc(-n2cc(C(=O)c3ccc(F)cc3)nn2)cc1Cl | -7% | -4% | -3% | 12% | 1.4%
COc1ccc(OCC(=O)OCC(=O)NCc2ccc(F)cc2)cc1 | 15% | 2% | -2% | -7% | 0.1%
O=[N+]([O-])c1ccccc1S(=O)(=O)NCCSc1ccccc1 | -3% | 0% | -4% | -4% | i
CCCC(=O)N(Cc1cc(=O)[nH]c2ccccc12)c1ccccc1C | 22% | 4% | 1% | 6% | 0.9%
O=C(CN1CC[C@@]2(O)CCCC[C@H]2[C@@H]1c1ccc(F)cc1)NCc1ccco1 | 15% | -17% | -2% | -1% | 2.4%
COc1cc(C)cc(C(=O)C=Cc2ccccc2)c1O | . | 15% | . | . | 13%
C=CCOc1ccc(C=Nc2ccc(Cl)cc2)c(O)c1 | 7% | -2% | 10% | -5% | 0.5%
O=c1cc(-c2ccccc2)[nH]n1-c1nc2ccccc2[nH]1 | 5% | 7% | -3% | 0% | 9.8%
Cc1nnc2sc(-c3ccc(N(C)C)cc3)nn2c1=O | . | -1% | . | . | 0.5%
Cc1ccc(Cn2c(C)c3cnn(CC(=O)NCCN4CCOCC4)c(=O)c3c2C)cc1 | . | 9% | . | . | i
C=CCc1ccc(OCCCCOc2ccc(C(=O)O)cc2)c(OC)c1 | 65% | . | 41% | -2% | 2.0%
O=C(NNc1nc2ccccc2s1)C1CC1 | -13% | -4% | -9% | 0% | 1.0%
O=C1CCCN1C(=O)c1cncc(Br)c1 | -11% | -1% | 12% | -9% | i
O=C1CCCCC1Nc1ccc(Cl)cc1 (stereo unspecified) | . | -22% | . | . | 3.3%
CCC(=O)N1CC2(CC(c3cccc([N+](=O)[O-])c3)=NO2)C[C@H]1C(=O)NCC(N)=O (stereo partly specified) | 0% | 12% | -9% | 7% | 0.2%
COc1cc(C(=O)N[C@H](C(=O)Nc2nnc(C3CC3)s2)C(C)C)cc(OC)c1OC | 10% | -7% | -7% | 2% | 0.6%
Cc1c(C)n(CCCN(C)C)c2ncnc(NC3CCCCC3)c12 | -6% | -2% | -2% | -3% | i
CCN(CC)C(=O)Cc1c(O)c2ccccc2[nH]c1=O | 0% | 5% | -6% | 2% | 5.6%
CC(C(=O)NCCSCc1cccc(Cl)c1)N(c1ccccc1)S(C)(=O)=O (stereo unspecified) | 14% | -1% | 5% | -2% | 1.1%
Clc1cccc(-c2ccc(/C=N/n3cnnc3)o2)c1 | 4% | 6% | ? | -18% | 0.1%
COc1cccc(C2CC(c3ccc(Br)cc3)=NN2C(=O)c2ccncc2)c1OC (stereo unspecified) | 21% | 5% | 10% | 13% | 4.5% | VEEV TC-83 Vero 10K pilot screen=3.7

An excerpt of the results above:
SMILES | M. tuberculosis | H1N1 NS1A inhibition | M. tuberculosis HTS | Salmonella PhoP GFP | VEEV TC-83 Vero | others
CCOc1ccc(CNC(=O)c2ccc3c(c2)N(CC)CCS3)cc1 | -6% | 11% | -5% | -2% | 4.5%
Cc1c(Cc2ccccc2)c(=O)oc2c(C)c(OC(C)C(=O)N[C@@H](Cc3ccccc3)C(=O)O)ccc12 (stereo partly specified) | -1% | 2% | -9% | 2% | 5.2%
Cc1cc(C)c(C(=O)COC(=O)c2ccc([N+](=O)[O-])o2)cc1C | 0.93µM* | -12% | ? | 4% | 8.4%

Structures listed so far that contain a nitro group on carbon (4):
SMILES | M. tuberculosis | H1N1 NS1A inhibition | M. tuberculosis HTS | Salmonella PhoP GFP | VEEV TC-83 Vero | others
Cc1cc(C)c(C(=O)COC(=O)c2ccc([N+](=O)[O-])o2)cc1C | 0.93µM* | -12% | ? | 4% | 8.4%
CSc1nncn1/N=C/c1ccc([N+](=O)[O-])cc1 | 7% | -3% | -1% | -7% | 2.2%
O=[N+]([O-])c1ccccc1S(=O)(=O)NCCSc1ccccc1 | -3% | 0% | -4% | -4% | i
CCC(=O)N1CC2(CC(c3cccc([N+](=O)[O-])c3)=NO2)C[C@H]1C(=O)NCC(N)=O (stereo partly specified) | 0% | 12% | -9% | 7% | 0.2%

Later entries.
SMILES | M. tuberculosis | H1N1 NS1A inhibition | M. tuberculosis HTS | Salmonella PhoP GFP | VEEV TC-83 Vero | others
Cc1cc(=O)oc2c(C)c(OCC(=O)NCCc3ccc(S(N)(=O)=O)cc3)ccc12 | -1% | 4% | 1% | -9% | 1.4%
C[C@]12CCC3C(CC[C@H]4C[C@H](O)[C@H](O)C[C@]34C)C1CC[C@@H]2O (stereo partly specified) | . | 2% | . | . | 1.5%
CC(C)Cc1nnc(NC(=O)CCC(=O)N2CCN(c3ccccc3F)CC2)s1 | 15% | 6% | 0% | 9% | 0.7%
CCOCc1nnc(NC(=O)COc2ccc3c(c2)OCO3)s1 | 20% | -1% | 11% | -16% | 0.6%
COc1ccc(C2=CC(=O)CCC2)cc1 | -5% | 7% | 0% | -8% | 0.6%

Bioassay records (PubChem BioAssay)
